# High-throughput results from PubChem.
# RXFP1 antag: RXFP1 (human) relaxin receptor antagonism. AID 1259400. activity change, negative = inhibition, % at 57.5 µM. Q9HBX9. HEK293-RXFP1, relaxin-stimulated cAMP HTRF, 30 min; active compounds read low. 0.59% of 350,000 active;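 active = activity change of -60% or lower, but not beyond a set lower limit; inconclusive = change between -60% and -40%, or beyond the set limit; inactive = change above -40%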; note: % is set by controls: 0 for no effect and ±100 for the full control effect
# D1 ag: human D1 receptor agonism; HEK293 T-REx D1 cells, calcium flux, agonist mode; activation, % at 2 µM; AID 504660; P21728; 1% of 360,000 active; in the data active = activation above about 30%; note: 0% is about no effect
# Target sequence (P21728 whole entry, looked up): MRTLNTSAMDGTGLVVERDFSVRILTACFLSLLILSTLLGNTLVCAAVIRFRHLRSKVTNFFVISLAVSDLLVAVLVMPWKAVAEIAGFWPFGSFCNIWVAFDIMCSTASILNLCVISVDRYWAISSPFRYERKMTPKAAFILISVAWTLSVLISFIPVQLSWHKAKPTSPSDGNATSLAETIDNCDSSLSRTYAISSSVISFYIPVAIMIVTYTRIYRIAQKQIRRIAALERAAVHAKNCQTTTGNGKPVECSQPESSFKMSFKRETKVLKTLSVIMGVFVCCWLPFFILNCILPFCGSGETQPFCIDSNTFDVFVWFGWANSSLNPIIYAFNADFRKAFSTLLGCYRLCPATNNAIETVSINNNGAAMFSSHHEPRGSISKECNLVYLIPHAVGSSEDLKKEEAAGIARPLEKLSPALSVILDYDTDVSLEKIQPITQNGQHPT
#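 Tetracycline-induced HEK293 TREx D1 cells, force-coupled to calcium signalling, were dye-loaded with a no-wash calcium kit. Compound was pin-added after a 10 s baseline. Fluorescence was read kinetically at 1 cycle/s for 180 s, with calcium rises flagged as agonism.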
# D2 PAM: positive allosteric modulators of human D2 dopamine receptor; P14416; HEK293 T-REx D2, calcium flux, EC20 dopamine potentiation; potentiation, % at 10 µM; 0.34% of 340,000 active;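 active = potentiation over 3 SD above the plate norm, cut at about 30% in these data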; note: 0% is about no effect
# Target sequence (P14416 whole entry, looked up): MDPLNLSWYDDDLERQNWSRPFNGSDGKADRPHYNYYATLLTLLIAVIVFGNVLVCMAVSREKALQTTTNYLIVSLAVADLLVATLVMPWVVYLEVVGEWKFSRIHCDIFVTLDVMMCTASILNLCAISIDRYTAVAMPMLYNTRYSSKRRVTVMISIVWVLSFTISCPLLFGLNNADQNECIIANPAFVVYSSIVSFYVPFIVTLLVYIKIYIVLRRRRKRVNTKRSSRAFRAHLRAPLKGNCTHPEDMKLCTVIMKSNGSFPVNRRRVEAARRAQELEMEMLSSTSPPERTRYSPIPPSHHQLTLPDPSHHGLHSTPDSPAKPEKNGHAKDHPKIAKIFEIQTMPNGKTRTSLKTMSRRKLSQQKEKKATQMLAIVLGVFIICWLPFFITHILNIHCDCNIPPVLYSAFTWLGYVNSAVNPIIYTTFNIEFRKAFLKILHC
#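 Using a no-wash calcium dye in inducible, force-coupled HEK293 Trex cells expressing D2, we tracked fluorescence each second for 180 s after compound, then for 180 s after EC20 dopamine to detect augmented signalling.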
# D2 antag: antagonizes the human D2 dopamine receptor | inhibition, % at 10 µM | HEK293 TREx D2 cells, calcium flux, dopamine EC80 | AID 485344 | 2% of 340,000 active | P14416; in the data active = inhibition above about 30%; note: 0% is about no effect
#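 Antagonism is scored as inhibition of an EC80 dopamine-evoked calcium signal in a force-coupled, tetracycline-inducible HEK293 T-REx D2 line, with compound present 180 s before agonist.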
# D1 antag: blocks dopamine activation of the human D1 receptor | HEK293 TREx D1 cells, calcium flux, dopamine EC80; active compounds read low | 3.2% of 360,000 active | AID 504652 | activity change, negative = inhibition, % at 10 µM; in the data active = activity change below about -30%; note: % is set by controls: 0 for no effect and ±100 for the full control effect
#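 Antagonism measured as reduced calcium response to an EC80 dopamine addition following 180 s compound pre-read; cells were inducible HEK293 Trex D1 plated overnight at 30 C, read kinetically at 1 cycle/sec.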
# D1 PAM: potentiators of human D1 dopamine receptor. P21728. HEK293 TREx D1 cells, calcium flux, dopamine EC20 potentiation. potentiation, % at 10 µM. 0.036% of 360,000 active. AID 504651; in the data active = potentiation above about 30%; note: 0% is about no effect
# D2 agonist: activates the human D2 dopamine receptor. HEK293 T-REx D2 cells, calcium flux agonist mode. activation, % at 2 µM. 0.53% of 340,000 active;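 active = activation over 3 SD above normal in the single-dose calcium agonist read, cut at about 30% in these data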; note: 0% is about no effect
#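 In this primary screen, compounds producing a positive calcium signal within 180 s of addition to tetracycline-induced, force-coupled HEK293 Trex D2 cells are flagged; cells are dye-loaded with a no-wash calcium kit beforehand.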
# TRHR PAM: allosteric enhancers of human TRH receptor. AID 493056. 0.66% of 360,000 active. enhancement, % at 2 µM. TRHR cells, fluo-8 calcium fluorescence, EC20 TRH enhancement; in the data active = enhancement above about 30%; note: 0% is about no effect
#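 TRHR-expressing cells loaded with fluo-8 calcium dye were read kinetically (ex 480/em 530) during compound addition, then stimulated with an EC20 of TRH (10 nM final). Enhancement of the Gq-mediated intracellular calcium response was scored.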
# RXFP1 agonist: activates the human relaxin receptor RXFP1; Q9HBX9; HEK293T-RXFP1 cAMP TR-FRET, 30 min; response scale: percent of porcine relaxin response, buffer zero; Potency, µM (top dose mostly 57.5 µM), for the others: at the highest dose activation, hits mostly activators; 0.3% of 370,000 active; AID 2676; active = well fitted activation curve with a large enough effect; inconclusive = small, poorly fitted or top-dose-only effect; note: potency is the fitted concentration of half-maximal effect; % is set by controls: 0 for no effect and ±100 for the full control effect; nearly all actives have a fitted effect of over 60% in size; many of its hits are not listed in these tables
#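 cAMP rise read by TR-FRET after 30 min, 37C compound exposure (up to 58 uM) in RXFP1-transfected HEK293 cells with Ro 20174 present. EC50 from Hill-equation fits, with 29 nM porcine relaxin as 100% and buffer as basal.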
# * = called active by the depositor; ? = inconclusive; nt = not tested or not shown; & = joins results of further samples. A portion of the library; rates above refer to the full screens.
SMILES,RXFP1 antag,D1 ag,D2 PAM,D2 antag,D1 antag,D1 PAM,D2 agonist,TRHR PAM,RXFP1 agonist
CC(C)(C)OC(=O)N1CCC(NC(=O)c2[nH]cnc2C(=O)N[C@@H](Cc2ccccc2)C(=O)OCc2ccccc2)CC1,nt,30,19,20,42,-2,0.1,6,-0.5%
CCOCC(=O)Nc1c(C(=O)Nc2ccccc2OC)oc2ccccc12,7,1,15,-6,-3,5,0.0,11,4.7%
Cc1nn(Cc2ccccc2Cl)c(C)c1C(=O)NCC(c1cccs1)N1CCOCC1 (configuration not stated),4,1,nt,nt,2,-1,nt,0,0.3%
CC(=O)N1CCN(C23CC4CC(CC(C4)C2)C3)CC1,-8,1,-1,9,16,-8,0.7,-6,1.8%
Cc1ccc(S(=O)(=O)NC(=O)NC(C)c2ccc(F)cc2)cc1 (configuration not stated),7,0,10,-9,-2,-1,-0.9,11,-1.1%
Cc1cc(C)cc(NC(=O)C2CCCN2S(=O)(=O)c2ccc3c(c2)C(C)(C)C(=O)N3C)c1 (configuration not stated),-16&-11,1&1,-1,nt,-9&7,2&-4,nt,2&-12,-0.1%&4.6%
Cc1ccc(CCNC(=O)Cn2cccc2)cc1,0,-4,nt,nt,-2,-3,nt,-1,1.0%
Cc1cc(C(=O)Nc2c(C)n(C)n(-c3ccccc3)c2=O)c(C)o1,4,2,2,-32,0,-4,1.1,23,1.8%
O=C(O)c1cccnc1Nc1ccc(Cl)cc1,8,5,-5,-10,55,0,0.7,-4,4.1%
CC(CCc1ccccc1)NC(=O)COC(=O)c1cccn1C (configuration not stated),4,2,-3,-9,5,-4,0.7,1,0.8%
OCCC1CN(Cc2cccn2-c2ccccn2)CCN1C1CCCC1 (configuration not stated),-1,1,-4,2,-3,-1,1.0,-2,0.0%
Cc1n[nH]c(C)c1S(=O)(=O)N(CC(=O)N1CCc2ccccc21)c1ccc(C(C)C)cc1,nt,3,-12,3,-9,0,-0.6,-2,-0.2%

# Some of the entries so far, field by field:
Cc1nn(Cc2ccccc2Cl)c(C)c1C(=O)NCC(c1cccs1)N1CCOCC1 (configuration not stated)
- RXFP1 antag: 4
- D1 ag: 1
- D2 PAM: nt
- D2 antag: nt
- D1 antag: 2
- D1 PAM: -1
- D2 agonist: nt
- TRHR PAM: 0
- RXFP1 agonist: 0.3%
CC(CCc1ccccc1)NC(=O)COC(=O)c1cccn1C (configuration not stated)
- RXFP1 antag: 4
- D1 ag: 2
- D2 PAM: -3
- D2 antag: -9
- D1 antag: 5
- D1 PAM: -4
- D2 agonist: 0.7
- TRHR PAM: 1
- RXFP1 agonist: 0.8%

# Single records, from the list above.
# `OCCC1CN(Cc2cccn2-c2ccccn2)CCN1C1CCCC1` (configuration not stated) is listed with RXFP1 antag = -1; D1 ag = 1; D2 PAM = -4; D2 antag = 2; D1 antag = -3; D1 PAM = -1; D2 agonist = 1.0; TRHR PAM = -2; RXFP1 agonist = 0.0%
# `CCOCC(=O)Nc1c(C(=O)Nc2ccccc2OC)oc2ccccc12` is listed with RXFP1 antag = 7; D1 ag = 1; D2 PAM = 15; D2 antag = -6; D1 antag = -3; D1 PAM = 5; D2 agonist = 0.0; TRHR PAM = 11; RXFP1 agonist = 4.7%

# The list continues.
SMILES,RXFP1 antag,D1 ag,D2 PAM,D2 antag,D1 antag,D1 PAM,D2 agonist,TRHR PAM,RXFP1 agonist
CCCCOC(=O)C1=C(C)Nc2ncnn2C1c1ccc(OCC)c(OC)c1 (configuration not stated),17,0,-6,-20,7,-2,0.7,-2,1.5%
CCN1CCN(c2ncnc3sc4c(c23)CCC(C)C4)CC1 (configuration not stated),1,3,nt,nt,8,-1,nt,4,1.8%
Cc1cc(C)c(C)c(S(=O)(=O)NC(C(=O)O)C(C)C)c1C (configuration not stated),4,2,-22,-7,-8,2,2.5,-2,0.1%
CN(C)CCn1c2c(c(SCC(=O)Nc3ccc(F)cc3F)nc1=O)CCC2,-7,1,nt,nt,nt,-2,-1.7,-2,9.1%
COc1ccc(-n2nc(C(=O)NCC(=O)NCCc3ccc(OC)c(OC)c3)c3ccccc3c2=O)cc1,1,2,8,-7,1,-5,-0.4,-2,0.0%
COC(=O)c1sccc1NC(=O)NC1CCCCC1,1,1,-3,0,20,-2,-1.1,-13,10%
O=C(CSc1nnc2ccc(-c3ccccn3)nn12)Nc1ccccc1F,0,0,2,9,8,-5,1.0,-1,-0.3%
CCc1ccc(/C=C2\SC(=S)N(CCC(=O)N3CCN(C)CC3)C2=O)cc1,10,0,10,16,7,-7,-0.3,3,1.8%
COc1ccc(-c2nc(CN3CCC(C(=O)NC4CC4)CC3)c(C)o2)cc1OC,-5,3,0,4,8,-4,-0.5,7,4.6%
O=C(Nc1cccc2cccnc12)c1ccc(Br)cc1,nt,8,nt,nt,12,3,nt,-5,nt
COc1ccc(Nc2c(-c3ccccn3)nc3ccc(Cl)cn23)cc1,-19,8,9,nt,2,2,-0.2,-7,-0.1%
O=c1cc(CN2CCN(c3cccc(Cl)c3)CC2)c2cc(O)c(-c3ccccc3)cc2o1,5,2,-11,-44,1,2,1.0,-2,-0.2%
COc1ccc(CCNC(=O)C2=C(C)C(=O)OC23CCCCC3)c(OC)c1OC,8,0,9,nt,-11,-4,0.7,31*,-1.0%
CCOC(=O)Cc1csc(NC(=O)CC(C)(C)C)n1,-2,5,nt,nt,-7,-9,nt,13,-1.4%
O=c1[nH]c2ccccc2nc1/C=C(\O)C(F)F,nt,5,12,-9,-8,-3,0.3,4,-0.1%
COc1cccc(NC(=O)C2CCCN2C(=O)OCc2ccccc2)c1 (configuration not stated),1,2,-9,5,-5,-9,-0.6,-4,0.7%
COC(=O)NC1(C(F)(F)F)C(=O)NC(C)=C1C(=O)OC (configuration not stated),1,-1,39*,-4,7,0,1.0,3,1.7%
CCN(CC)C(=O)c1sc(N)c(C#N)c1C,-10,1,1,-5,-2,-2,-0.8,-2,1.1%
O=C(O)Cn1ncn(-c2ccc(OC(F)(F)F)cc2)c1=O,2,4,-6,9,13,1,0.6,-2,-0.5%
CCN1C(C)=C(C)S/C1=C1\SC(=S)N(C2CCCCC2)C1=O,0,3,2,2,-3,4,0.8,3,-0.5%
O=c1c2c3c(sc2ncn1/N=C/c1ccc(Br)o1)CCCC3,16,0,-3,-4,23,-5,-0.2,5,1.0%
C[C@@H]1C(NC(=O)c2ccccc2)CC2CC1C2(C)C (some centres not stated),-2,3,-1,-4,3,-7,0.5,-13,1.7%
Cc1c(C)c2ccc(OS(C)(=O)=O)cc2oc1=O,-6,7,1,4,-7,-1,0.0,8,-1.7%
COc1ccc(S(=O)(=O)c2ccc(OC)c(OC)c2)cc1OC,-5,3,-5,nt,12,-2,nt,9,3.1%
Cc1cccc(N2CCN(C(=O)CCn3c(=O)c4cccn4c4cccnc43)CC2)c1C,2,0,nt,nt,1,-5,-0.5,20,4.2%
N#Cc1cccc(Cn2nnc(-c3ccccc3)n2)c1,10,7,4,-25,-10,-3,0.2,-4,1.9%
COc1ccc(Cn2c(CCC(=O)Nc3ccc(CC#N)cc3)nc3cccnc32)cc1,-14,1,-1,nt,4,-3,nt,3,1.2%
Cn1nnnc1Sc1ncnc2scc(-c3cccc(Br)c3)c12,nt,6,nt,nt,-5,5,nt,-1,nt
CCOc1ccc(NC(=O)CN(C)C(=O)c2cccc(S(=O)(=O)N3CCCC3)c2)cc1OCC,4,1,-8,-2,3,-2,-0.4,-3,-0.7%
Cc1sc(N)nc1-c1c(C)n(C)c2ccccc12,-29,1,7,-6,-10,-9,-0.9,-6,3.1%
CS/C(N)=N/S(=O)(=O)c1ccc(NC(C)=O)cc1,6,5,14,nt,-10,3,nt,2,0.6%
Cc1cc(=O)[nH]c(SCc2nc3ccc([N+](=O)[O-])cc3[nH]2)n1,?,1,2,-4,15,-6,0.4,-4,0.5%
COc1ccc(N2CCN(C(CNC(=O)C(=O)NCc3cccnc3)c3cccnc3)CC2)cc1 (configuration not stated),-6,7,nt,nt,-11,-3,-0.7,-1,-2.6%
CCOc1ccccc1NC(=O)CN1C(=O)C2(SCC(=O)N2c2cccc(F)c2)c2ccccc21 (configuration not stated),nt,5,-8,nt,5,5,-0.5,-11,-0.1%
CCCSCCCNC(=O)CC1Oc2ccccc2NC1=O (configuration not stated),nt,2,-11,5,5,-3,-2.4,-4,0.6%
CCOc1ccc(CN2CCN(C(=O)c3ccccc3)CC2)cc1,-14,3,-16,0,-11,2,8.5,-3,-0.5%
O=C1CC(c2ccccc2)c2cc(O)ccc2O1 (configuration not stated),1,4,-7,13,1,-3,0.1,-1,-3.8%
Cc1cc(C)nc(CCNC(=O)C2CCC(=O)N(Cc3ccccc3F)C2)n1 (configuration not stated),-15,4,8,5,-9,0,-0.2,11,-2.1%
CCCC(=O)c1c(C)c2ccccc2n1C,-4,1,6,9,7,-2,-0.5,8,0.6%
CCn1c(=O)c2c3c(sc2n(C)c1=O)CCC3,13,0,4,-3,-10,10,-0.9,0,0.6%
O=C(NCc1cccs1)c1ccccc1[N+](=O)[O-],3,1,-7,-3,-7,1,0.9,1,0.2%
C/C(=N/NC(N)=S)c1cc2ccc(O)cc2oc1=O,-5,6,1,13,6,-5,3.1,2,-1.6%
Cn1cc(C=C2C(=O)CC(C)(C)CC2=O)c2ccccc21,-10,-1,8,15,4,-1,-0.6,-4,1.3%
OC(CCc1ccncc1)COc1ccccc1 (configuration not stated),nt,9,-8,-9,0,0,0.0,-2,1.4%
CC(=O)Nc1ccc(NC2=C/C(=N/S(=O)(=O)c3cccs3)c3ccccc3C2=O)cc1,0,0,1,-2,-5,-2,3.9,-9,-8.1%
CN(c1ccccc1)S(=O)(=O)c1cccc(C(=O)NC2CC(C)(C)NC(C)(C)C2)c1,-7,2,-16,-21,7,3,0.0,6,1.1%
Cc1cn2c(=O)cc(COc3ccccc3NC(=O)c3ccc(Cl)cc3)nc2s1,nt,1,1,nt,-12,-3,0.3,-2,1.2%
CCCN=C1CC(C)(C)CC(=O)/C1=C(/O)CCCN1C(=O)c2ccccc2C1=O,8,0,-1,9,-4,-15,-0.9,1,-0.4%
Cc1cc(=O)n(C)c(=O)n1CCCCCOc1cccc([N+](=O)[O-])c1,17,7,-6,23,-19,-7,-0.1,-11,4.9%
COc1ccc(S(=O)(=O)NCC(=O)N(CC(=O)NCc2ccco2)Cc2ccccc2)cc1,4,1,nt,-3,-17,-10,-2.7,-5,-1.0%
Cc1ccc(OC(=O)CCC(=O)N2CCc3ccccc32)cc1,9,1,12,-9,4,-1,0.5,5,-0.6%
CC(=O)c1cccc(S(=O)(=O)N2CCN(c3nc4cc(C)cc(C)c4cc3C#N)CC2)c1,-2,2,nt,nt,0,8,nt,1,4.1%
CCC1CN(C(=O)NCc2ccc(C)cc2)c2cc(Cl)ccc2O1 (configuration not stated),?,3&9,14&-1,-28,1&-17,-3&-5,0.0&1.1,-2&0,-0.3%&-2.7%
Cc1cc(C)c(C)c(Oc2ncnc(N)c2[N+](=O)[O-])c1,2,3,6,0,-14,-8,-0.8,2,5.5%
